SENP1 inh: human SENP1 catalytic domain inhibitors, primary screen, biochemical, FRET, uHTS; AID 624204, 2012; recombinant SENP1 catalytic domain, CyPet-SUMO1-YPet FRET cleavage; inhibition, % at 10 µM; hit rate 0.21% among 360,000; Sentrin-specific protease 1 (Homo sapiens), Q9P0U3;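 active = inhibition at least 30% at 10 µM, raw YFP signal under a set limit, fluorescence ratio 0.5 to 1.5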;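 note: 0% = enzyme with DMSO and 100% = no enzyme wells; some results filed as inactive read as strong as hits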
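Material – human SENP1 catalytic domain · Input – SENP1 enzyme, 20 pM final · Compound dosing – single concentration of 10 µM compound, 0.5% DMSO final · Timing – enzyme reaction for 50 min at room temperature, dark · Measured by – FRET fluorescence in CFP and YFP emission channels · Control set – no-enzyme wells low, DMSO-plus-enzyme wells high control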
hIAP act: human IAP activators, primary screen, biochemical, luminescence, uHTS; purified human IAP, CDP-Star luminescence, 30 min; active compounds read high; 1 = vehicle-only enzyme, 0 = enzyme-free background; activation factor at 10 µM; hit rate 0.16% among 330,000; AID 2524, 2010;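 active = activation factor of the enzyme at least 2-fold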; note: the source names both 10 and 20 µM as test concentration; values of inactives mirror those of a sister screen read the other way
Target sequence (P09923 whole entry, looked up): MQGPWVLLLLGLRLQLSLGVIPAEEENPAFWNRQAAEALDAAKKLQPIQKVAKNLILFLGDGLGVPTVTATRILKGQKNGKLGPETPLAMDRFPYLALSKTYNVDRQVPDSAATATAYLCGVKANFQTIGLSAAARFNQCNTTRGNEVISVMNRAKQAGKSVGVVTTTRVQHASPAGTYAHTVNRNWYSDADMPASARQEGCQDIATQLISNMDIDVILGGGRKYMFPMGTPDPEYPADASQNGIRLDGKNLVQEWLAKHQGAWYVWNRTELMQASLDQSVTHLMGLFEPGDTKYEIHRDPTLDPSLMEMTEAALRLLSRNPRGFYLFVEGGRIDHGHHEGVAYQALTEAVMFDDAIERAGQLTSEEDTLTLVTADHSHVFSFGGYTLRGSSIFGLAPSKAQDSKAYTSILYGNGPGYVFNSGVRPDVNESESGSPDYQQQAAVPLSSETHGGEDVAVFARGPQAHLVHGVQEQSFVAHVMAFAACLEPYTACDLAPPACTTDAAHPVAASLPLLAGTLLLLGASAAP
PfGluPho inh: PfG6PD enzyme inhibitors, primary screen, biochemical, fluorescence intensity, uHTS. glucose-6-phosphate dehydrogenase-6-phosphogluconolactonase (Plasmodium falciparum 3D7). PfGluPho enzyme, NADPH resazurin-diaphorase fluorescence. inhibition, % at 20 µM. hit rate 0.78% among 350,000;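 active = inhibition reaching at least a set limit at 20 µM in the primary screen, cut at about 59% in these data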;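 note: 0% = DMSO wells with substrate and 100% = DMSO wells lacking glucose-6-phosphate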
SENP8 inh: human SENP8 protease inhibitors, primary screen, biochemical, fluorescence, Nedd8 protein substrate, uHTS | recombinant SENP8 | hit rate 0.64% among 360,000 | AID 602440, 2012 | inhibition, % at 20 µM | Sentrin-specific protease 8 (Homo sapiens), Q96LD8; in the data active = inhibition mostly above about 40%, no sharp cut-off; inactive = mostly below about 27%
ATG4B inhibitor: ATG4B protease inhibitors, primary screen, biochemical, fluorescence, uHTS; AID 504462, 2011; ATG4B cleavage of LC3-PLA2, NBD-HPC fluorescence, 1 h; inhibition, % at 8.33 µM; Cysteine protease ATG4B (Homo sapiens), Q9Y4P1; hit rate 0.51% among 340,000; in the data active = inhibition above about 40%
Target sequence (Q9Y4P1 whole entry, looked up): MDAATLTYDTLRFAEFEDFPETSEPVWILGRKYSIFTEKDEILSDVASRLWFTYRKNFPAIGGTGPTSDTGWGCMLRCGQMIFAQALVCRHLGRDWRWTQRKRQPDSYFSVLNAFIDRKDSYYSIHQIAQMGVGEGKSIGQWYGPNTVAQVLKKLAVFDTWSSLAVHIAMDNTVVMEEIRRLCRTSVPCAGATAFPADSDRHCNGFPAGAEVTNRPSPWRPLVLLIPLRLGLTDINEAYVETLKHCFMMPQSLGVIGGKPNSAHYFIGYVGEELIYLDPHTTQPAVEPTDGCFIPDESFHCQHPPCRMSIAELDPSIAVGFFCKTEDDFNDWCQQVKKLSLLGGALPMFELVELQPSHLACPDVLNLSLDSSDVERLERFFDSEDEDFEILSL
MPTP block: mitochondrial permeability transition pore inhibitors, primary screen, biochemical, isolated mouse mitochondria, absorbance | hit rate 1.4% among 360,000 | AID 602449, 2012 | inhibition, % at 10 µM | Ca2+ swelling absorbance, 30 min;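 active = inhibition of 50% or more, scaled per plate between neutral and stimulator controls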;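 note: 0% = DMSO wells given calcium and 100% = 1 mM EGTA wells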
NR3A LBD binder: binders of NR3A ligand-binding domain, primary screen, biophysical, differential scanning fluorimetry, uHTS; Glutamate receptor ionotropic, NMDA 3A (GRIN3A) ligand-binding domain; NR3A LBD differential scanning fluorimetry, Tm shift; 0% = protein alone, 100% = glycine-bound protein; Tm shift relative to glycine control, % at 25 µM; hit rate 2.5% among 340,000;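 active = melting temperature shift of at least 10% of the positive control shift, at one fixed dose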
SENP6 block: SENP6 protease inhibitors, primary screen, biochemical, luminescence, uHTS; Recombinant SENP6 catalytic domain, aminoluciferin luminescence; inhibition, % at 10 µM; hit rate 1.8% among 330,000; AID 2599, 2010;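 active = inhibition above about 50% at the single tested dose, limit read from the data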;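 note: plate controls were DMSO wells with enzyme for no effect and DMSO wells lacking enzyme for full effect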
* = called active by the depositor; . = no result given.

1: O=C(COc1ccc(Cl)cc1Cl)NNC(=S)NC(=O)c1ccco1
2: C#CCOCCOCCOCCNc1nc(N2CCN(C(=O)[C@H](Cc3ccc(O)cc3)n3cc(C(N)CC(C)C)nn3)CC2)nc(N2CCN(C(=O)[C@H](CCC(=O)O)n3cc(C(N)[C@H](C)CC)nn3)CC2)n1 (some centres not stated)
3: CCOc1ccc(C(C)=O)cc1CSc1nc2nc(C)cc(C)n2n1
4: COC(=O)CSc1ncccc1-c1nc2ccccc2[nH]1
5: O=C(Cc1ccccc1)N1O[C@H]2C=C[C@@H]1CC2
6: Cc1cc(-c2ccc(S(=O)(=O)NCc3ccc(Cl)cc3)cc2)on1
assay / entry	1	2	3	4	5	6
SENP1 inh	2	1	-2	-2	2	-1
hIAP act	1.4	0.9	1	0.97	.	.
PfGluPho inh	-4	-2	-12	-3	14	10
SENP8 inh	16	21	0	-59	11	9
ATG4B inhibitor	-7	1	-7	-6	-10	.
MPTP block	-3.5	-0.6	-0.9	-0.6	-0.4	1.7
NR3A LBD binder	-2	2	-3	1	6	.
SENP6 block	-2	-4	-3	-3	.	.

7: O=C(Nc1ccccc1N1CCCC1)c1ccc(Cl)cc1Cl
8: O=C(CSc1nc2c(c(=O)n1-c1ccc(Cl)cc1)SCC2)Nc1nccs1
9: COc1ccc(CCNCc2ccc(OCC(=O)N3CCCCC3)c(OC)c2)cc1OC
10: Cc1cc(NC(=O)CSc2nncn2-c2ccccc2)no1
11: COc1ccc(NC(=O)COC(=O)CN2C(=O)NC(C)(C)C2=O)cc1
12: O=C(O)C1Cc2[nH]cnc2C(c2ccccc2O)N1 (configuration not stated)
assay / entry	7	8	9	10	11	12
SENP1 inh	0	2	0	2	0	-29
hIAP act	1.1	.	0.93	0.97	0.97	1.3
PfGluPho inh	25	45	-11	2	-7	-19
SENP8 inh	22	4	24	8	-3	-2
ATG4B inhibitor	12	61*	-6	2	3	-5
MPTP block	2.0	-1.3	-0.3	-1.6	-1.4	0.4
NR3A LBD binder	1	15*	0	-2	-3	-12
SENP6 block	-2	.	-21	8	-8	-7

Some of these compounds in order of length of the SMILES, rising:
12: O=C(O)C1Cc2[nH]cnc2C(c2ccccc2O)N1 (configuration not stated)
7: O=C(Nc1ccccc1N1CCCC1)c1ccc(Cl)cc1Cl
9: COc1ccc(CCNCc2ccc(OCC(=O)N3CCCCC3)c(OC)c2)cc1OC
assay / entry	12	7	9
SENP1 inh	-29	0	0
hIAP act	1.3	1.1	0.93
PfGluPho inh	-19	25	-11
SENP8 inh	-2	22	24
ATG4B inhibitor	-5	12	-6
MPTP block	0.4	2.0	-0.3
NR3A LBD binder	-12	1	0
SENP6 block	-7	-2	-21

The list continues:
13: O=C(Cn1c(=O)c2cccn2c2ccccc21)NCCc1ccccc1
14: Oc1ccc(/C=N/NC(=S)NCC2CCCO2)cc1 (configuration not stated)
15: O=C(Nc1ccc2ccccc2c1)c1cn(-c2ccccc2)nc1-c1cccs1
16: CN1c2ccccc2Sc2cc(N)ccc21
17: O=C(O)CCN1C(=O)c2ccc(NC(=O)Cc3ccc(Cl)cc3)cc2C1=O
18: CCCCC(=O)Nc1cccc(NC(=O)c2cccc(Br)c2)c1
assay / entry	13	14	15	16	17	18
SENP1 inh	-1	0	0	5	1	0
hIAP act	1.1	0.98	0.87	0.96	0.92	1
PfGluPho inh	-30	-8	-5	57	-22	15
SENP8 inh	5	7	-8	-8	-438	8
ATG4B inhibitor	0	-1	-2	1	4	10
MPTP block	-0.9	19	70*	1.3	0.7	7.6
NR3A LBD binder	-1	2	25*	0	0	-4
SENP6 block	8	-25	-3	6	-13	-12

19: CCN(CC)S(=O)(=O)c1ccc(C(=O)NCc2nnc(SCC(=O)OC)n2C)cc1
20: Cc1c2cnn(-c3ccccc3)c(=O)c2c(C)n1CCCC(=O)N1CCN(C)CC1
21: COc1ccc(-c2noc(N3CCC(C(=O)Nc4cc(OC)c(OC)c(OC)c4)CC3)n2)cc1
22: Cc1ccsc1C(=O)N/N=C/c1ccc([N+](=O)[O-])cc1
23: CC(=O)O[C@@H]1[C@@H](OC(C)=O)[C@H](n2ccc3cc([N+](=O)[O-])ccc32)OC[C@@H]1OC(C)=O
24: O=C(CN1CCCC1)Nc1cccc(Cl)c1
assay / entry	19	20	21	22	23	24
SENP1 inh	1	-6	2	2	1	2
hIAP act	0.93	0.85	1.1	0.99	1	1.1
PfGluPho inh	-5	6	-4	2	5	-5
SENP8 inh	6	-8	9	18	5	20
ATG4B inhibitor	-1	0	9	-7	-12	-1
MPTP block	-0.9	0.0	1.8	0.8	0.3	-0.3
NR3A LBD binder	1	-1	-10	-9	-1	0
SENP6 block	-4	-14	-8	83*	-23	2

25: O=C(NCCS(=O)(=O)N1CCN(c2ccccc2)CC1)c1cc(=O)c2ccccc2o1
26: COc1ccc(/C=N/Nc2nc(N3CCCCC3)nc(N3CCCCC3)n2)cc1[N+](=O)[O-]
27: CC(C)(C)OC(=O)C[C@H]1C/C=C\C[C@H](CC(=O)NCCO)C(=O)NC[C@@H](c2ccccc2)OC1=O
28: CC1(C)Cc2c(ccc3ccccc23)/C(=C/C(=O)N2CCCCC2)N1
29: CCCCC(CCC(=O)O)(C(=O)OCC)c1csc(Nc2ccccc2)n1 (configuration not stated)
30: CCc1cc(Cn2nc(-c3ccccc3)cc2C(=O)NCCOC)on1
assay / entry	25	26	27	28	29	30
SENP1 inh	3	0	0	-20	0	0
hIAP act	.	0.9	0.98	0.93	1.1	1
PfGluPho inh	-22	0	7	9	-3	17
SENP8 inh	19	18	9	-7	3	0
ATG4B inhibitor	.	9	-8	6	-4	3
MPTP block	0.1	0.2	-0.9	-0.6	-2.3	0.0
NR3A LBD binder	.	-1	0	-3	1	-2
SENP6 block	.	-31	8	-2	3	-3

31: Cc1ccc2oc(C(=O)N3CCC(O)(c4ccccc4)CC3)c(C)c2c1
32: Cc1cc(NC(=O)CSc2c(C)[nH]c3ccccc23)no1
33: C=C[C@@H]1c2cc(C)ccc2N(S(=O)(=O)c2ccc(C)cc2)[C@H](c2ccc(OC(C)=O)cc2)C1(C#N)C#N
34: CCOC(=O)c1c(C)[nH]c(C)c1S(=O)(=O)NCCN1CCN(c2cc(Cl)ccc2C)CC1
35: COc1ccc(CC(=O)Nc2nc(-c3cc(OC)ccc3OC)cs2)cc1
36: CCC(=O)NNC(=O)c1c(O)c2ccccc2[nH]c1=O
assay / entry	31	32	33	34	35	36
SENP1 inh	2	0	1	-2	-1	2
hIAP act	1.1	1.1	0.91	1	1.1	1.1
PfGluPho inh	3	17	-1	-16	-10	4
SENP8 inh	7	3	-2	12	-2	-2
ATG4B inhibitor	4	-11	-9	-5	-7	-4
MPTP block	-0.6	-0.8	0.8	1.7	1.2	1.5
NR3A LBD binder	-2	-2	-1	-3	-3	-2
SENP6 block	-9	-2	-4	-25	-21	-18

37: Cc1ccc(-c2nc3c(c(SCC(=O)N4CCCC4)n2)COC(C)(C)C3)cc1
38: CC(=O)Nc1ccc(C(=O)NCCCOC(C)C)cc1
39: Cc1ccc(S(=O)(=O)N2CCC(=O)CC2c2ccccc2)cc1 (configuration not stated)
40: CN1C(=O)c2ccc(C(=O)Nc3nccs3)cc2C1=O
41: N#Cc1ccc(S(=O)(=O)N2CCN(Cc3cccs3)CC2)cc1
42: Cc1ccc(S(=O)(=O)N2CCC(=O)N(CCOCc3cccc(C)c3)CC2)cc1
assay / entry	37	38	39	40	41	42
SENP1 inh	0	3	-1	0	3	1
hIAP act	.	0.97	.	1.1	0.99	1
PfGluPho inh	20	10	14	-9	4	-4
SENP8 inh	15	1	2	6	7	14
ATG4B inhibitor	.	-13	8	-9	-5	-3
MPTP block	-0.2	-0.2	-0.7	2.5	-1.4	-1.1
NR3A LBD binder	.	-1	-1	0	3	-1
SENP6 block	.	0	.	-9	0	-17

43: Cc1cc(-c2nnc(CCC(=O)N(C)C(C)c3cccs3)o2)no1 (configuration not stated)
44: N#C/C(=C/c1ccc([N+](=O)[O-])cc1)C(=O)Nc1ccccc1O
45: Cc1nn(CC(=O)Nc2c(F)c(F)cc(F)c2F)c(=O)c2cccn12
46: Cc1cc(C)c2nc(N3CCC(C(=O)NCc4cccnc4)CC3)sc2c1
47: CN1CCN(C(=O)c2ccccc2NC(=O)c2ccc(C(C)(C)C)cc2)CC1
48: CCc1oc(C(=O)O)cc1COC
assay / entry	43	44	45	46	47	48
SENP1 inh	0	-1	-2	1	-1	3
hIAP act	0.99	0.9	0.88	1.1	1.3	0.95
PfGluPho inh	6	8	-4	3	0	-18
SENP8 inh	11	23	0	-16	9	9
ATG4B inhibitor	-7	4	-4	5	9	-3
MPTP block	-0.2	-0.1	1.9	1.4	0.8	-0.7
NR3A LBD binder	1	-10	0	-2	0	1
SENP6 block	8	-6	-6	-3	2	-12

Single records (already shown):
Listed for `N#C/C(=C/c1ccc([N+](=O)[O-])cc1)C(=O)Nc1ccccc1O` = SENP1 inh: -1; hIAP act: 0.9; PfGluPho inh: 8; SENP8 inh: 23; ATG4B inhibitor: 4; MPTP block: -0.1; NR3A LBD binder: -10; SENP6 block: -6
Listed for `Cc1cc(-c2nnc(CCC(=O)N(C)C(C)c3cccs3)o2)no1` (configuration not stated) = SENP1 inh: 0; hIAP act: 0.99; PfGluPho inh: 6; SENP8 inh: 11; ATG4B inhibitor: -7; MPTP block: -0.2; NR3A LBD binder: 1; SENP6 block: 8

Later entries.
49: NC(=O)CN1CCOCCOCCN(CC(N)=O)CCOCCOCC1
50: CC(NCC(=O)Nc1ccccc1C(=O)NC1CC1)c1ccc(S(N)(=O)=O)cc1 (configuration not stated)
51: N#CCC(=O)Nc1ccc(C(=O)OCC(=O)c2c[nH]c3ccccc23)cc1
52: O=C(NCc1ccc(Cl)cc1)c1ccc(-c2ccccc2C(F)(F)F)o1
53: O=C(CCC1CCCCC1)NCCN1C2=NC[C@H](Cc3ccc(O)cc3)N2C[C@H]1Cc1ccc(O)cc1
54: Cc1occc1C(=O)NNC(=O)Nc1ccc(Cl)c(Cl)c1
55: Cc1ccc(S(=O)(=O)N2CCCOC2CNC(=O)C(=O)NCc2ccncc2)cc1 (configuration not stated)
assay / entry	49	50	51	52	53	54	55
SENP1 inh	1	2	-14	-1	0	2	2
hIAP act	1	0.83	0.98	0.97	1	1.3	1.2
PfGluPho inh	-16	-13	-6	-2	0	1	-2
SENP8 inh	17	2	-10	17	16	17	11
ATG4B inhibitor	2	5	18	6	-1	-6	-10
MPTP block	-0.6	-0.3	-2.5	2.8	3.3	1.6	-0.8
NR3A LBD binder	2	1	8	438*	-2	-3	-4
SENP6 block	8	8	-20	1	2	-11	3

Screening results (PubChem BioAssay)
